# From PubChem
# Rtt109 HAT inh: inhibitors of C. albicans Rtt109/Vps75 HAT, primary screen, biochemical, ThioGlo CoA-SH fluorescence, plate reader; inhibition, % at 34.9 µM; Histone acetyltransferase RTT109 (Candida albicans (strain SC5314 / ATCC MYA-2876)), …; 0.16% of 330,000 active; AID 540336, 2011; purified Rtt109/Vps75, 4 h;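 active = inhibition of at least 50% in every replicate; inconclusive = best replicate reaches 50% inhibition but some replicates fall short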
# Target sequence (Q5AAJ8 whole entry, looked up): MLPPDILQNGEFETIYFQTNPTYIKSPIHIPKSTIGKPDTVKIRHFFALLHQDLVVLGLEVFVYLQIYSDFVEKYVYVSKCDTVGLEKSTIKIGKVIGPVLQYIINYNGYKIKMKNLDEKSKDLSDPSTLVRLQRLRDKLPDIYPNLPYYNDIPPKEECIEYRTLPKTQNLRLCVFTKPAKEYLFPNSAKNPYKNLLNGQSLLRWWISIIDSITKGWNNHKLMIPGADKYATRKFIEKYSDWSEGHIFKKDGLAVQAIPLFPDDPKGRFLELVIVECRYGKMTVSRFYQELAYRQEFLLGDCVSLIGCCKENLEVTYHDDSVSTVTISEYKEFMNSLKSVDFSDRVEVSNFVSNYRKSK
# RTF Ca sens act: cardiac RTF calcium sensitivity activators, primary screen, biochemical, IANBD-TnC fluorescence, EC20 calcium; Troponin I, cardiac muscle (Homo sapiens) + Troponin T, cardiac muscle (Homo sapiens) + …; IANBD-labeled TnC RTF fluorescence at EC20 calcium; 0% EC20 calcium, 100% full calcium; activation, % at 7.2 µM; 0.24% of 340,000 active; AID 493008, 2010;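 active = activation above the mean over all tested compounds plus 3 SD, cut at about 30% in these data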;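 note: rise in fluorescence read as greater calcium sensitivity of cardiac thin filaments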
# HTR5A ag: HTR5A agonists in luminescence cell assay, primary screen, counter-screen for OPRM1-OPRD1 heterodimer agonist project, full-deck HTS | activation, % at 9.3 µM | 0.61% of 340,000 active | cell-based | AID 504692, 2011 | 5-hydroxytryptamine receptor 5A (Homo sapiens), P47898; in the data active = activation mostly above about 9.5%, no sharp cut-off; inactive = mostly below about 7.6%;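 note: 0% = cells with vehicle only and 100% = reference agonist; strong numbers were not always called active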
# PvdQ inh: P. aeruginosa PvdQ acylase inhibitors, primary screen, biochemical, fluorescence, plate reader and imaging, single point | inhibition, % at 10 µM | PvdQ acylase [Pseudomonas aeruginosa LESB58] | purified PvdQ acylase | 0.063% of 340,000 active; in the data active = inhibition above about 30%, passing the limit was not always enough; inconclusive = no clear call, values can overlap the other calls;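 note: 0% = vehicle neutral wells and 100% = reference inhibitor wells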
# MITF act: activators of MITF-driven TRPM1 promoter reporter, primary screen, cell-based, SK-MEL-5, luciferase, single point. SK-MEL-5 TRPM1-promoter luciferase, 24 h; % of positive control, neutral wells = 0. activation, % at 12.5 µM. 0.75% of 300,000 active;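 active = mean activation of at least 80% with every replicate also reaching 80%; inconclusive = mean reaches 80% but some replicate falls short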;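 note: 0% = neutral control wells and 100% = parthenolide positive control wells; values of inactives mirror those of a sister screen read the other way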
# dFosB activator: activators of delta FosB homodimer, primary screen, biochemical, fluorescence polarization, TAMRA-CDK5 oligo, single point; purified delta FosB; percent of positive-control signal above neutral wells; activation, % at 25 µM; 0.99% of 340,000 active;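 active = mean activation above about 17%, with every replicate also reaching it, limit read from the data, passing the limit was not always enough; inconclusive = only one of the two conditions met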;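 note: fluorescence polarization rise as delta FosB binds a TAMRA Cdk5 AP-1 oligo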
# Wnt bcat act: Wnt/beta-catenin pathway activators, primary screen, cell-based, plate reader, single point | 1.2% of 300,000 active | activation, % at 9.35 µM | AID 743398, 2014 | Wnt/beta-catenin reporter cell assay, activator; in the data active = activation above about 30%, passing the limit was not always enough; inconclusive = no clear call, values can overlap the other calls;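 note: 0% = neutral control wells and 100% = positive control wells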
# SR-BI HDL uptake: inhibitors of SR-BI mediated HDL lipid uptake, primary screen, ldlA[mSR-BI] cells, fluorescence, single point. 0.96% of 320,000 active. AID 488896, 2010. ldlA[mSR-BI] CHO cells, DiI-HDL uptake fluorescence, 3 h. Scavenger receptor class B member 1 (Mus musculus), Q61009. inhibition, % at 12.5 µM;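 active = mean replicate inhibition of at least 70% and a set share of replicates each scoring 70 or more; inconclusive = meets just one of the two criteria; inactive = fails both criteria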;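 note: 0% = median of neutral control wells and 100% = median of positive control wells; values of inactives mirror those of a sister screen read the other way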
# SR-BI DiI-HDL act: activators of SR-BI mediated DiI-HDL uptake, primary screen, ldlA[mSR-BI] CHO cells, DiI fluorescence | 3 h; 100 = double the neutral-control signal | 0.096% of 320,000 active | activation, % at 12.5 µM;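 active = mean replicate activation of at least 60% and every replicate at or above 60%; inconclusive = mean or all-replicate condition met, but not both; inactive = mean below 60% and not all replicates reaching 60%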;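 note: 0% = median plate neutral-control signal and 100% = twice that signal; values of inactives mirror those of a sister screen read the other way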
#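 Assay system: CHO ldlA[mSR-BI] cells, LDL receptor-null, SR-BI overexpressing; medium: Ham's F12 with 0.5% BSA, HEPES 25 mM, pH 7.4; also added: DiI-HDL 10 µg/mL; timing: 3 h uptake period with compound, 37 °C; signal: DiI fluorescence, bottom read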
# CDK5 inh: inhibitors of human CDK5/p35 kinase, primary screen, biochemical, single concentration | 0.01% of 330,000 active | AID 488839, 2010 | inhibition, % at 10 µM | Recombinant CDK5/p35, ADP-Glo luminescence, 60 min;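 active = highest replicate inhibition of at least 50% and at least 75% of replicates reaching 50%; inconclusive = only one of the two criteria met; inactive = both criteria failed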;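 note: plate controls were DMSO neutral control for no effect and GW8510 at 10 µM for full effect; many of its hits are not listed in these tables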
# Target sequence (Q00535 whole entry, looked up): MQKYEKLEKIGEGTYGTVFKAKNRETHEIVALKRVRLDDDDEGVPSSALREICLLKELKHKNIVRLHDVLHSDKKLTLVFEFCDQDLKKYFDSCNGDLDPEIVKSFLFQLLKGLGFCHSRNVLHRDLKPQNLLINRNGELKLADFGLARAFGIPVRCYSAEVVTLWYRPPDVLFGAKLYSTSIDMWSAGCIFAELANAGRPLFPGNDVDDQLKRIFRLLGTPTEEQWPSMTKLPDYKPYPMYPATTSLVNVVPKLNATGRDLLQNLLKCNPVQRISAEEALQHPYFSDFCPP
# Target sequence (Q15078 whole entry, looked up): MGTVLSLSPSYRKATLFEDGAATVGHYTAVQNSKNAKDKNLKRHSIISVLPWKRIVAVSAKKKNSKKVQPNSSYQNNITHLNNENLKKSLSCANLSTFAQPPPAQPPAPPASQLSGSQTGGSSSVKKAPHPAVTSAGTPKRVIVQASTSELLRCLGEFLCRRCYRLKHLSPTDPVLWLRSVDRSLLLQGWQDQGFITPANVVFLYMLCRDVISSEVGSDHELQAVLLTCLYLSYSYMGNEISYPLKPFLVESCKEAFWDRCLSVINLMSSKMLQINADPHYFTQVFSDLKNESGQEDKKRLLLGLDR
# Numbers without * were called inactive; ? = inconclusive; · = no result given.
SMILES,Rtt109 HAT inh,RTF Ca sens act,HTR5A ag,PvdQ inh,MITF act,dFosB activator,Wnt bcat act,SR-BI HDL uptake,SR-BI DiI-HDL act,CDK5 inh
Cc1cc(OCCCn2ccnc2)ccc1[N+](=O)[O-],-3.9,-1.6,-0.5,7.4,·,-1.9,-1.3,-29.9,29.9,0.2
Cc1cc(C)cc(C(=O)NC(CC(N)=O)c2ccc(NC3CCCCC3)c([N+](=O)[O-])c2)c1 (stereo not drawn),-0.2,-6.6,2.8,1.9,1.8,4.8,-2.1,-17.6,17.6,-1.0
Cc1cc(C(=O)CCl)c(C)n1-c1ccon1,-2.0,7.5,3.9,-20.4,-55.7,10.8,2.1,-30.8,30.8,-3.5
O=C1CCCc2[nH]c(-c3ccccc3)nc21,·,5.7,0.4,-3.8,-0.1,-5.8,-1.6,-25.5,25.5,-3.5
COc1ccc(C(c2nnnn2C2CCCCC2)N2CCN(c3ccccc3F)CC2)cc1 (stereo not drawn),-8.3,-5.2,5.9,-5.2,8.0,-4.4,·,9.8,-9.8,-0.4
CCN(CCNCC(O)COc1ccccc1C(C)C)c1cccc(C)c1 (stereo not drawn),2.9,-3.3,8.8,-10.2,1.9,2.5,-1.9,18.4,-18.4,0.3
Cc1ccc(NC(=O)C(C)N2C(=O)C3CC=C(Cl)CC3C2=O)cc1 (stereo not drawn),-1.4,8.9,-1.4,-13.9,-7.5,7.0,·,-10.3,10.3,0.7
O=C(O)c1ccc(CSc2n[nH]c(-c3ccco3)n2)cc1,-4.6,4.7,-4.1,-12.7,·,-8.6,·,-11.0,11.0,-0.9
CCN1C(=O)c2ccccc2S(=O)(=O)c2ccc(C(=O)NC(C)C)cc21,-7.0,-4.9,-0.1,-17.3,14.1,3.5,-3.1,-3.8,3.8,-1.9
CN1C2CCC1CC(N(CCc1ccccc1)C(=O)c1ccc(Cl)cc1)C2 (stereo not drawn),-12.7,7.1,2.2,-9.2,27.6,-6.9,-0.1,-17.7,17.7,-1.6
CS(=O)(=O)c1ccc(Cl)c(NC(=O)COC(=O)CNC(=O)c2cccs2)c1,-2.6,3.8,-1.7,-9.9,5.5,0.9,-0.8,-15.2,15.2,0.2
O=C(CNC(=O)c1ccccc1F)OCc1nc2ccccc2s1,-1.4,-3.0,-1.2,-10.2,1.7,-7.4,15.5,-21.1,21.1,-0.5
Cc1ccc(SCc2[nH]nc3c2C2(C(=O)Nc4ccc([N+](=O)[O-])cc42)C(C#N)=C(N)O3)cc1 (stereo not drawn),7.9,-2.8,8.4,-0.1,-1.7,-6.0,·,-4.2,4.2,-11.2
CCc1ccc(NC(=O)CCc2nc3cccnc3n2Cc2ccc(OC)cc2)cc1,-5.7,1.3,1.5,-9.1,·,12.9,-1.0,6.3,-6.3,-1.0
Cc1ccc(Cn2c(=N)c(S(=O)(=O)c3ccc(Br)cc3)cc3c(=O)n4ccccc4nc32)cc1,-8.4,0.9,-2.6,-5.4,4.3,-1.9,·,-11.1,11.1,0.4
CCCN(C(=O)Cc1nc(N)n[nH]1)C1(C(=O)Nc2ccccc2C)CCCCC1,2.4,-3.9,8.4,-2.9,-5.2,3.1,·,-21.8,21.8,-0.2
COc1ccc(S(=O)(=O)NCCc2cn3nc(C)c(C)nc3n2)cc1F,-366.1,4.2,5.0,-2.7,1.5,-0.5,1.1,-18.1,18.1,0.4
COc1ccc(N2C=C3C(=O)C(C)(OC(=O)CCc4ccccc4)C(=O)C=C3C=C2c2ccc(C#N)cc2)cc1 (stereo not drawn),-2.4,-0.9,5.2,-13.1,4.1,9.4,-8.8,3.4,-3.4,2.2
Cc1ccc2[nH]c(=O)c(CN(Cc3ccccc3)C(=S)NCCCN(C)C)cc2c1,27.2,2.8,2.9,4.0,33.7,-11.9,-12.1,-8.7,8.7,0.5
Cc1ccc(NC(=O)Nc2nc3ccc(S(C)(=O)=O)cc3s2)cc1,-2.5,-1.2,-2.4,-2.8,14.9,?,-0.9,7.0,-7.0,1.3
O=C(CSc1nnc(NC(=O)c2ccc(F)cc2F)s1)NC1CC1,-5.0,-1.5,-0.5,-8.3,40.8,-1.8,6.2,·,·,1.0
COc1cccc(Nc2ncc(C#N)c(N)n2)c1,-1.7,·,·,-10.8,·,-2.4,18.7,-20.5,20.5,-1.6
O=C(c1ccc(CS(=O)(=O)c2ccc(Br)cc2)o1)N1CCN(c2ccccn2)CC1,17.2,-3.8,-0.4,9.4,-8.3,-9.6,-4.9,9.2,-9.2,-1.7
CCOc1ccc(N=C(NN)c2ccc3ccccc3n2)cc1,2.0,3.9,-0.7,-11.7,-8.9,-30.0,·,56.5,-56.5,0.7
O=C(Nc1ccc(NC(=O)c2ccco2)c(Cl)c1)c1ccc2c(c1)OCCO2,-6.4,-1.3,6.3,3.5,67.3,60.3*,0.2,69.6,-69.6,0.9

# Continued:
SMILES,Rtt109 HAT inh,RTF Ca sens act,HTR5A ag,PvdQ inh,MITF act,dFosB activator,Wnt bcat act,SR-BI HDL uptake,SR-BI DiI-HDL act,CDK5 inh
CC(Sc1n[nH]c(N)n1)c1nc2scc(-c3cccs3)c2c(=O)[nH]1 (stereo not drawn),4.6,0.3,0.5,-30.4,-3.7,-6.3,·,-5.7,5.7,2.0
CC(C)(C)n1nc2c(c1NC(=O)c1ccccc1)CS(=O)(=O)C2,-7.0,5.9,-1.9,-16.2,4.5,-0.3,-0.9,27.5,-27.5,-1.8
COc1ccc(CCNC(=O)[C@H](C)NC(=O)N2CCn3c2nc2ccccc23)cc1OC,-8.3,5.4,·,-13.4,-6.5,-4.2,1.6,-19.8,19.8,-2.5
Clc1ccc(CSc2ncnc3nc[nH]c23)cc1,-1.3,2.3,6.6,-4.0,62.4,-10.0,·,-8.3,8.3,1.5
CCC(C)N1C(=O)C2C(C(=O)Nc3cccc(OC)c3)C3C=CC2(O3)C1C(=O)NC1CCCCC1C (stereo not drawn),16.5,-11.5,4.2,4.2,·,-10.5,2.2,-23.2,23.2,1.9
Cc1ccc(S(=O)(=O)N(C)C)cc1NC(=S)N1CCCCC1CO (stereo not drawn),0.2,4.5,-1.5,-9.5,2.5,-1.2,-2.3,-14.1,14.1,1.6
Cc1nnc(Sc2nc3c(c(=O)[nH]c(=O)n3C)n2CCc2ccccc2)s1,-7.6,4.8,6.3,3.6,·,-5.9,1.3,-18.2,18.2,-1.4
O=C(NC1CCCCC1)c1c(O)nc2sccn2c1=O,6.5,-1.1,2.7,8.8,1.5,-2.8,-1.2,-24.4,24.4,-0.1
O=C(NCCCn1ccnc1)/C(=C\c1ccccc1F)NC(=O)c1ccccc1,-3.9,1.5,1.6,-1.8,4.8,-9.8,1.0,-25.6,25.6,-0.6
COc1cc(/C=N/N=C(N)N)ccc1OCc1ccc(Cl)cc1,?,-7.1,10.5*,-8.5,-88.0,58.8*,1.1,-10.1,10.1,0.8
CCCCNC(=O)/C(C#N)=C/c1ccc2c(c1)OCCO2,0.2,1.7,3.8,0.5,-5.5,11.9,-0.7,-7.6,7.6,-0.9
CN1C(=O)c2ccccc2N(C)C1c1cccc(O)c1 (stereo not drawn),-2.7,2.6,4.5,-6.1,·,6.5,-0.5,-5.0,5.0,-0.7
O=C(CCCCC(=O)Nc1ccc(F)cc1F)Nc1ccc(F)cc1F,-0.8,4.0,0.2,-9.1,·,-3.4,33.1*,-7.7,7.7,-1.9
O=C(Nc1nnc(CCS(=O)(=O)c2ccc(Br)cc2)s1)c1ccc([N+](=O)[O-])cc1,0.0,1.2,-6.9,-10.7,9.5,-3.3,-3.8,-13.9,13.9,-0.3
CN1C(=O)C(O)(CC(=O)c2ccc3c(c2)OCO3)c2ccccc21 (stereo not drawn),-0.6,-4.0,3.9,-6.8,-11.2,-4.4,·,-25.6,25.6,0.0
Clc1ccc(-c2noc(CN3CCCC3)n2)cc1,9.6,-6.2,-0.6,-2.9,·,-0.5,0.1,7.1,-7.1,0.3
CC(C)c1nc2oc3c(N4CCNCC4)ncnc3c2c2c1CCC2,-3.5,-2.6,2.0,9.2,-9.4,-12.8,0.2,·,·,0.4
CCCCn1c(N)c(N(CC(C)C)C(=O)C2CC(=O)N(c3ccc4c(c3)OCCO4)C2)c(=O)[nH]c1=O (stereo not drawn),2.5,-0.6,-1.8,-10.0,-1.5,-2.9,7.1,-19.7,19.7,-0.3
O=C(COC(=O)c1ccccn1)c1ccc(Br)cc1,·,0.6,-0.8,-6.1,·,2.9,-2.0,-7.8,7.8,-0.6
O=C(c1ccccc1)c1cc2ccccc2o1,-2.9,0.9,5.4,0.9,108.4*,-0.2,11.5,-2.6,2.6,-0.5
CCN1C(=O)C(CC(=O)NC2CCCCC2)N(CC)C1=O (stereo not drawn),5.3,1.2,4.4,4.5,1.4,-0.9,-0.5,1.5,-1.5,-1.2
Clc1ccc(CSc2nnc(NC3=NCCCCC3)s2)cc1,1.5,0.2,-1.5,4.8,13.3,7.2,·,-17.5,17.5,0.8
COc1ccc(CNC(=O)CN(Cc2ccc(Cl)cc2)C(=O)c2csnn2)cc1,-7.4,0.2,-2.1,-8.1,0.9,-11.3,-0.1,-14.7,14.7,0.0
O=S(=O)(Nc1ccccc1)c1cccc2nonc12,-0.6,-3.1,-4.0,-6.4,-7.8,-2.6,1.1,-13.5,13.5,0.4
CCN(CC)S(=O)(=O)c1ccc(OC)c(NS(=O)(=O)c2cccc(C(=O)O)c2)c1,2.3,9.1,2.3,-8.0,-1.9,-1.8,-0.8,-11.6,11.6,0.8
CCOC(=O)c1cccnc1SCC(=O)N(C)c1ccccc1,-6.9,3.1,-0.9,-9.4,-6.5,-15.2,·,9.0,-9.0,-0.9
O=C1OC(c2ccc(Cl)cc2)/C(=C(/O)c2ccccc2)C1=O (stereo not drawn),-1.4,-2.6,1.0,-11.6,·,3.7,·,17.0,-17.0,-0.3
COc1cc(/C=C/C(=O)OCC(=O)NCC(=O)Nc2cccc(C)c2C)ccc1OC(F)F,-12.7,-1.4,3.0,-6.2,-1.6,20.4*,1.5,22.4,·,-0.8
COc1ccc(CNC(=O)CNC(=O)N2CC(=O)Nc3ccccc32)cc1,-9.6,-4.7,-2.9,-6.1,4.0,-0.9,1.7,-5.5,5.5,0.0
O=C(NCc1ccccc1Cl)C1CCC(CNc2c(N3CCCCC3)c(=O)c2=O)CC1 (stereo not drawn),-7.7,-1.9,4.5,3.3,9.6,-3.3,-1.6,-6.2,6.2,0.4
